miR122 inh – inhibitors of miR-122 in Huh7 cells; actives 0.3% (n = 340,000); AID 602342; Huh7 miR-122 Renilla luciferase sensor, 48 h; neutral wells = 0, positive control = 100; activation (reporter increase), % at 12.5 µM;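 active = mean replicate activation score at least 90 and every replicate individually at or above 90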;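 also: higher luciferase means less miR-122 activity so hits act as miR-122 inhibitors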
* hit, by the source's call.

Preview:
SMILES	miR122 inh
COc1ccc(Sc2ccc(NC(=O)c3ccccc3Cl)cc2C#N)cc1	1.9
C[C@H]1c2cccc(O)c2C(O)=C2C(=O)[C@]3(O)C(O)=C(C(N)=O)C(=O)[C@@H](N(C)C)[C@@H]3[C@@H](O)[C@@H]21	6.7

All compounds of this part, repeating the preview:
SMILES	miR122 inh
COc1ccc(Sc2ccc(NC(=O)c3ccccc3Cl)cc2C#N)cc1	1.9
C[C@H]1c2cccc(O)c2C(O)=C2C(=O)[C@]3(O)C(O)=C(C(N)=O)C(=O)[C@@H](N(C)C)[C@@H]3[C@@H](O)[C@@H]21	6.7
CN1CCN(c2c(F)cc3c(=O)c(C(=O)O)cn4c3c2SCC4)CC1	-3.8
O=c1c(O[C@@H]2O[C@H](CO)C(O)C2O)c(-c2ccc(O)c(O)c2)oc2cc(O)cc(O)c12 (stereo partly specified)	-1.1

High-throughput results: PubChem, Broad Institute

Only part of the results is shown (hit frequency here may not be typical).
